RORg inh – qHTS for inhibitors of ROR gamma transcriptional activity; 310,000 compounds, 5.4% hits; Potency, µM (top dose mostly 53.6 µM), for inactives: at the highest dose activity change, negative = inhibition, actives largely listed as inhibitors; Nuclear receptor ROR-gamma (Mus musculus), P51450; Drosophila S2 Gal4-RORgamma UAS-luciferase reporter, 20 h; further: potency means the concentration at half of the fitted maximal effect; on the % scale 0 is the no-effect control and ±100 the full control effect; nearly all actives have a fitted effect of over 60% in size
Target sequence (P51450 whole entry, looked up, the tested form may be a part): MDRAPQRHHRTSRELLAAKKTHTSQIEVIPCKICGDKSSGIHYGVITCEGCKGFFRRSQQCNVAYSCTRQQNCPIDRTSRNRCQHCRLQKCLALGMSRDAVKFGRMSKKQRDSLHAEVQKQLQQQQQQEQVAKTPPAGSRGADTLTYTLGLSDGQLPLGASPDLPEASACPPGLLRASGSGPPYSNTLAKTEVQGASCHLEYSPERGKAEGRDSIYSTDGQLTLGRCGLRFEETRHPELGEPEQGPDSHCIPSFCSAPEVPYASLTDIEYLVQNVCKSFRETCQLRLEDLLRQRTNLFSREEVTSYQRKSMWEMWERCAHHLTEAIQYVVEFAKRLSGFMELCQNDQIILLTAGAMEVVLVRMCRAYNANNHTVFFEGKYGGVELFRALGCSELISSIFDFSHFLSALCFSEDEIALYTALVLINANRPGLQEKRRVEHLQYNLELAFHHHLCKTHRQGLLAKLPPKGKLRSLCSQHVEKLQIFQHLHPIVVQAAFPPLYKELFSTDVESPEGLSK
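ROR gamma transcriptional activity was tracked as Gal4-UAS luciferase output in stably transfected Drosophila Schneider cells, with compound added 1 hr before 700 uM copper sulfate induction and a 20 hr ambient-temperature incubation.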
VP16 counter – VP16 counterscreen qHTS for inhibitors of ROR gamma transcriptional activity | Drosophila S2 Gal4-VP16 UAS-luciferase, luminescence, 20 h | Potency, µM (highest dose often 53.6 µM), for the others: at the highest dose activity, negative = inhibition, usual class: inhibitors | 310,000 compounds, 3.5% hits | AID 2546, 2010;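 further: Gal4-VP16 expression switched on by copper sulfate through the metallothionein promoter; potency means the concentration at half of the fitted maximal effect; on the % scale 0 is the no-effect control and ±100 the full control effect; nearly all actives have a fitted effect of over 50% in size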
Giardia kill – Small Molecules that selectively kill Giardia lamblia: qHTS | Giardia lamblia trophozoite viability | activity change, % at 7.66 µM, hits read low | 340,000 compounds, 0.15% hits | AID 540267, 2011; in the data active means activity change below about -80%; inconclusive means between about -30% and that limit;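 further: parasites exposed to compound for two days anaerobically before the ATP read; on the % scale 0 is the no-effect control and ±100 the full control effect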
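Each well holds 100 Giardia trophozoites and compound. After two days (48 hrs) at 37 deg C in anaerobic conditions, ATP is quantified by luminescence.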
p53 reactivation – qHTS assay for re-activators of p53 using a Luc reporter. H1299 p53-A138V BP100-luciferase reporter, luminescence, 24 h. Potency, µM (top dose mostly 92.2 µM), without a hit: top-dose activity change, positive = activation, usual class: activators. 320,000 compounds, 0.063% hits; further: potency means the concentration at half of the fitted maximal effect; % of control where 0% means no effect; nearly all actives have a fitted effect of over 45% in size
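p53-null H1299 cells stably carrying temperature-sensitive p53-A138V and a BP100-luciferase reporter were pinned with compounds (4-point, 1:5 series) and held 24 hrs at 37 deg C. Luminescence was read 10 min after detection reagent.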
Menin-MLL TR inh – qHTS Assay for Inhibitors Targeting the Menin-MLL Interaction in MLL Related Leukemias: Competition With Texas Red Labeled MLL-derived Mutant Peptide; O00255; Menin + Texas Red MLL mutant peptide, fluorescence polarization; Potency, µM (titrated, usually from 61.6 µM), for the others: top-dose FP activity change, negative = inhibition, hits mostly inhibitors; 270,000 compounds, 0.23% hits; AID 1768, 2009; active means well fitted inhibition curve with a large enough effect in the polarisation, with a control signal flat, not every such curve was filed as active; inconclusive means small, poorly fitted or top-dose-only effect, or effect the other way, or a change in a side signal; inactive means no such curve, though single readings can be large or run the other way; the % refers to the polarisation; further: potency means the concentration at half of the fitted maximal effect; % of control where 0% means no effect; many of its hits are not listed in these tables
BRCA1 expr act – qHTS Assay to Identify Small Molecule Activators of BRCA1 Expression; MCF7-BRCA1-FFLuc reporter, luminescence, 48 h; response scale: scaled: vehicle 0%, 10 µM genistein 100%; Potency, µM (top dose mostly 46.1 µM), inactives show at the top dose activation, hits mostly activators; 380,000 compounds, 1.1% hits; AID 624202, 2012; further: potency means the concentration at half of the fitted maximal effect; nearly all actives have a fitted effect of over 80% in size; some results filed as inactive show a strong effect at the top dose
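Reporter cells (MCF7, BRCA1 promoter-firefly luciferase) received library compounds across a concentration series for 48 h. End-point luminescence was measured and concentration-effect curves derived after normalization.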
ELG1 genotox – qHTS screen for small molecules that induce genotoxicity in human embryonic kidney (HEK293T) cells expressing luciferase-tagged ELG1 | HEK293T ELG1-luciferase reporter, luminescence, 16 h | Potency, µM (top dose mostly 46 µM), for the others: top-dose activity change, positive = activation, usual class: activators | 330,000 compounds, 1.3% hits; further: potency means the concentration at half of the fitted maximal effect; % of control where 0% means no effect; nearly all actives have a fitted effect of over 60% in size
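DMSO vehicle served as control against compound-treated ELG1-luciferase HEK293T cells; exposure lasted 16 hr at 37 °C and 5% CO2, followed by ONE-Glo luminescence detection after 30 min.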
PKM2 act – qHTS Assay for Activators of Human Muscle isoform 2 Pyruvate Kinase; Pyruvate kinase PKM (Homo sapiens), P14618; purified PKM2, Kinase-Glo ATP luminescence, activation; response scale: 0% is enzyme alone, no compound; Potency, µM (series often up to 57.5 µM), without a hit: at the highest dose activation, hits mostly activators; 260,000 compounds, 0.34% hits; further: potency means the concentration at half of the fitted maximal effect; on the % scale 0 is the no-effect control and ±100 the full control effect; nearly all actives have a fitted effect of over 55% in size
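Purified hPK-M2 (>95% pure) converted ADP (0.1 mM final) to ATP with 0.5 mM PEP in 50 mM imidazole pH7.2, KCl, MgCl2, Tween 20, BSA; 1 h at room temperature. ATP detected by Kinase-Glo luminescence.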
Rab9 prom act – qHTS Assay for Rab9 Promoter Activators; Potency, µM (titrated, usually from 9.22 µM), for the others: top-dose activation, negative = inhibition, actives largely listed as activators; Huh7 Rab9 promoter-luciferase reporter, luminescence, 24 h; AID 485297, 2010; 320,000 compounds, 2.8% hits; further: potency means the concentration at half of the fitted maximal effect; % of control where 0% means no effect; nearly all actives have a fitted effect of over 60% in size
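Measured in stably transfected Huh7 cells bearing a Rab9 promoter–luciferase construct: 24 h compound treatment at 37 °C, followed by luminescence detection.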
NPC1 prom act – qHTS Assay for NPC1 Promoter Activators. Potency, µM (doses to about 9.22 µM), for the others: at the highest dose activation, actives largely listed as activators. Huh7 NPC1 promoter luciferase reporter, 24 h. 320,000 compounds, 2.4% hits. AID 485313, 2010;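 further: potency means the concentration at half of the fitted maximal effect; % of control where 0% means no effect; nearly all actives have a fitted effect of over 60% in size; reporter is driven by a mutant NPC1 promoter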
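Stable NPC1-promoter luciferase Huh7 line; cpd (DMSO) 24 h, 37 °C, 5% CO2; Amplite luciferase reagent 10 min RT; luminescence readout. qHTS format.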
FLuc counter – qHTS profiling assay for firefly luciferase inhibitor/activator using purifed enzyme and Km concentrations of substrates (counterscreen for miR-21 project); Luciferin 4-monooxygenase (Photinus pyralis), P08659; purified FLuc, Km substrates, luminescence inhibition; Potency, µM (series often up to 57.5 µM), for the others: at the highest dose activity change, negative = inhibition, most hits filed as inhibitors; 360,000 compounds, 6.9% hits; AID 588342, 2011;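 further: potency means the concentration at half of the fitted maximal effect; plate controls were vehicle for no effect and reference inhibitor for full effect; nearly all actives have a fitted effect of over 55% in size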
Target sequence (P08659 whole entry, looked up): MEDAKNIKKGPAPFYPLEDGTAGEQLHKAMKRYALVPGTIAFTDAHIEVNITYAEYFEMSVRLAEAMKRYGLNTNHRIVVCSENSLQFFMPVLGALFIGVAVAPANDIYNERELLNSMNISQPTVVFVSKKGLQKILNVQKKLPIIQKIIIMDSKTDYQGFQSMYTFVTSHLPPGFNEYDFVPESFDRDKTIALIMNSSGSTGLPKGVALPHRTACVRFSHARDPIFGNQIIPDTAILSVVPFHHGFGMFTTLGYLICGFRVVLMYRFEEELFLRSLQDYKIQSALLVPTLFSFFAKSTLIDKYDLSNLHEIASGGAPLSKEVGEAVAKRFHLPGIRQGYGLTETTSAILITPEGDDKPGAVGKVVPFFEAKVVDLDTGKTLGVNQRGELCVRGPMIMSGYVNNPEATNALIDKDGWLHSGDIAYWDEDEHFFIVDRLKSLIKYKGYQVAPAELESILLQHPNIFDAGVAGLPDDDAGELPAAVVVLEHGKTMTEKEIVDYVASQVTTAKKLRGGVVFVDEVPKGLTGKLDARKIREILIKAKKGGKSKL
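Biochemical qHTS of compounds, final roughly 60 µM downward over six points, against 10 nM purified firefly luciferase using Km concentrations of substrates (10 uM D-luciferin, 10 uM ATP) in Tris acetate pH 7.5 buffer; luminescence output.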
An asterisk follows results filed as active; ? = inconclusive; . = not tested or not shown; & = joins results of further samples; [ ] = remark or other dose. Unless noted, the call rests on the fitted dose curve; in most records, active means well fitted curve in the direction sought with a large enough effect; inconclusive means small, poorly fitted or top-dose-only effect, or another doubt; inactive means no such curve, though single readings can be large; an effect the other way counts as inactive or inconclusive.

No.	Molecule	p53 reactivation	PKM2 act	Giardia kill	RORg inh	VP16 counter	Menin-MLL TR inh	Rab9 prom act	ELG1 genotox	BRCA1 expr act	NPC1 prom act	FLuc counter
1	COc1ccc(C(=O)NNC(=O)c2ccc(S(=O)(=O)N3CCCCC3)cc2)cc1	-4%	2%	-3	13%	-2%	2%	-1%	1%	6%	-1%	2%
2	CC(=O)c1ccc(NC(=S)N2C(C)CCCC2C)cc1 (configuration not stated)	3%	5%	.	0%	4%	8%	-4%	6%	.	-4%	-1%
3	Cc1cc(NC(=O)CSc2ccc(-c3ccc4c(c3)OCO4)nn2)no1	5%	20%	.	12%	-5%	?	24%	?	.	21%	12µM*
4	Cn1c2ccccc2c2cnn(CC(=O)NCCCN3CCN(c4ccccc4F)CC3)c(=O)c21	1%	.	9	5%	-6%	.	-3%	-7%	5%	-16%	0%&-11%
5	C/C(CC(=O)Nc1ccc(Cl)c(Cl)c1)=N\NC(=O)Cc1ccccc1	-6%	8%	15	-10%[10 µM]	-27%	-11%	0%	-1%	-16%	0%	1%
6	CCOC(=O)c1sc2nc(C3CC3)cc(-c3ccc(F)cc3)c2c1N	-7%	0%	10	-1%	-7%	6%	1%	1%	-21%	-1%	7%
7	C=C1CCN(C(C(=O)OC)C(C)C)S(=O)(=O)c2ccccc21 (configuration not stated)	-1%	-9%	9&-8	-29%&-3%	8%&5%	0%	-1%	0%	15%	-2%	1%
8	O=C(NCCS(=O)(=O)N1CCN(c2ccccc2)CC1)c1ccc(Br)o1	0%	.	2	.	.	.	-4%	1%	-29%	0%	9%
9	CC1(C)Cc2c(c(N3CCOCC3)nc3sc4c(NN)ncnc4c23)CS1	?	1%	15	7.9µM*	7.1µM*	9%	-15%	-13%	-100%[inhibitor]	-9%	1%
10	COc1ccc(Cl)cc1-c1nc(N)nc(N(C)C)n1	-12%	4%	-4	6%	-2%	10%	-4%	-1%	-7%	1%	3%
11	COc1ccc(N2C(=O)C(CN3CCCCC3)C2c2ccccc2)cc1 (configuration not stated)	9%	-3%	12	8%	-7%[10 µM]	-16%	-15%	-8%	-5%	2%	-1%
12	O=C(NCc1ccc(Cl)cc1)c1cc(S(=O)(=O)N2CCCCC2)c[nH]1	.	0%	12	?	-3%	19%	0%	2%	0%	-1%	4%&-8%
13	O=C(c1cc(C2CC2)nn1-c1ccccc1)N1CCN(Cc2c(F)cccc2Cl)CC1	-3%	.	-16	.	.	.	2%	-1%	-5%	-2%	.
14	COc1ccc(C2c3sc(=O)[nH]c3SC3C(=O)N(c4ccccc4)C(=O)C32)cc1 (configuration not stated)	7%	7%	-2	-35%	21%	?	0%	-17%	10%	-4%	3%
15	COC(=O)c1cc(NS(=O)(=O)c2ccc3c(c2)CCC(=O)N3)cc(C(=O)OC)c1	0%	3%	1	-6%	0%	0%	-3%	3%	6%	-1%	0%
16	Cc1cc(C)cc(C(=O)Nc2ccc3[nH]c(=O)[nH]c3c2)c1	0%	2%	-8	1%	-7%	18%	-12%	6%	-30%	0%	7%
17	CCOC(=O)c1c(NC(=O)CC)sc2c1CCN(Cc1ccccc1)C2	8%	9%	-13	-9%	-3%	-13%	4%	-3%	-8%	-6%	6%
18	COC(=O)c1c(NC(=O)CN2CCC3(O)CCCCC3C2c2ccc(OC)cc2OC)sc(C)c1C (configuration not stated)	17%	-17%	7	17%	0%	6%	5%	-2%	-59%	9%	-8%
19	O=c1c([N+](=O)[O-])c(NCCN2CCCCCC2)c2ccccc2n1-c1ccccc1	-5%	1%	10	5%	-3%	-19%	-7%	0%	-17%	-1%	1%
20	O=C(COC(=O)c1ccc(O)cc1O)Nc1ncc(Cl)cc1Cl	2%	.	10	.	.	.	3%	10%	-34%	1%	-2%
21	Cc1cc(C)nc(NC(=S)Nc2cccc(Cl)c2Cl)c1	12%	3%	-12	0.4µM*	1.8µM*	37%[activator]	-3%	?	-44%	0%	5%
22	Cc1ccccc1-n1c(C)nnc1SCc1cc(=O)oc2ccc3ccccc3c12	-4%	11%	8	-42%	8%	3%	-5%	-2%	-6%	2%	3%
23	O=C(COC(=O)C1(c2ccccc2)CC1)NNC(=O)c1ccccc1F	6%	.	9	.	.	.	1%	-1%	21%	4%	3%
24	COc1ccc([N+](=O)[O-])cc1NC(=O)COC(=O)/C=C/c1ccco1	-8%	-5%	3	18%	-9%	7%	-5%	2%	6%	-3%	4%
25	Cn1c(=O)c2c(ncn2CC(=O)OCC(=O)c2ccc(Cl)cc2)n(C)c1=O	1%	.	8	.	.	.	-2%	-2%	3%	-3%	-1%
26	Cc1ccccc1Cn1c2ccccc2c2cnn(CC(=O)NCc3ccco3)c(=O)c21	-3%	1%	-16	10%	-9%	.	12%	11%	-15%	1%	-2%
27	CC(C)N1CCc2c(sc(NC(=O)c3ccc4ccccc4c3)c2C(N)=O)C1	7%	-11%	3	?	?	.	2%	9%	25%	-4%	6µM*
28	CCOc1ccccc1N1CC(C(=O)Nc2ccc3c(c2)OCCO3)CC1=O (configuration not stated)	-1%	-4%	14	30%	6%	-1%	14%	5%	8%	0%	-13%
29	COC(OC)c1ccnc(-c2ccc(OC(C)=O)cc2)n1	2%	7%	-4	16%	?	0%	5%	13%	59%	0%	?
30	CC1CCCN(Cc2nc(Cc3ccccc3Cl)no2)C1 (configuration not stated)	8%	11%	-21	13%	17%	-24%	4%	1%	42%	10%	-10%
31	Cc1ccc(NC(=O)Cn2nc(-c3ccccc3Cl)ccc2=O)c(Br)c1	-1%	14%	3	22%	-9%[10 µM]	8%	-9%	0%	-27%	-2%	-9%
32	CC(=O)c1ccc(NC(=S)NCCc2ccc(S(N)(=O)=O)cc2)cc1	?	0%	-2	?	-12%	19%	?	0%	24%	-1%	-17%
33	Cc1cc(C(=O)CCl)c(C)n1CCc1ccccc1	-9%	-1%	2	17%	-12%	-4%	-1%	-2%	-79%	-3%	4%
34	COC(=O)c1cc(OC)c(OC)cc1NC(=O)c1cnccn1	7%	1%	.	6%	1%	3%	1%	-1%	.	0%	1%
35	COCCn1nnnc1C(c1cc2cccc(C)c2[nH]c1=O)N1CCN(c2ccccc2F)CC1 (configuration not stated)	-8%	6%	3	6%	4%	5%	0%	-4%	-8%	-2%	-2%
36	O=C(NCc1n[nH]c(=S)n1-c1ccccc1)c1cccs1	1%	-15%	3	-4%	3%	-5%	4%	-8%	-5%	-9%	0%
37	O=C(CCNC(=O)c1ccc(Br)cc1)NCc1ccncc1	2%	.	-11	.	.	.	0%	-4%	18%	-1%	0%
38	O=C(Nc1ccccc1C(=O)N1CCCCC1)c1cccc(S(=O)(=O)N2CCOCC2)c1	3%	-17%	5	0%[0.365 µM]	.	-11%	1%	-2%	11%	6%	0%
39	CN(CCOc1ccc(Cl)cc1)CC(=O)Nc1ccc(OC(F)F)cc1	1%	.	-3	21%	-16%	33%[activator]	-1%[1.84 µM]	-2%	-10%	-4%	0%
40	COn1c(=S)[nH]c2ccccc2c1=O	5%	1%	-5	?	2%	1%	2%	-1%	9%	-3%	-2%
41	Cc1cc(C(=O)N(NC(=O)C(C)C)c2ccccc2)cs1	2%	-2%	18	0%	2%	-5%	-5%	6%	5%	-2%	0%
42	COc1ccc(-n2ccnc2SCC(=O)NCc2ccc3c(c2)OCO3)cc1	-7%	-7%	5	-12%	-19%	0%	4%	3%	-32%	0%	-4%
43	Cc1nc2scc(-c3cccs3)c2c(=O)[nH]1	0%	9%	-12	8%	16%	.	-6%	5%	1%	-1%	-6%
44	O=C(Nc1nnc(-c2ccc3c(c2)CCCC3)o1)c1c(F)cccc1F	-2%	-11%	-25	0.5µM*	4.5µM*	7%	27%	19%	98%	14%	15µM*
45	O=c1[nH]c(SCc2ccccc2)nc2[nH]ncc12	-1%	0%	-1	1%	-3%	4%	1%	15%	37%	1%	?
46	Cc1cc(C)cc(NC(=O)N2CCCN(c3c(Cl)cncc3Cl)CC2)c1	-1%	2%	-8	0%	-9%	.	-4%	-3%	-15%	-5%	3%

Compound activity from PubChem BioAssay.

The list is partial; count on the stated rates, not on these rows.
